TMEM16A act: TMEM16A chloride channel activators or potentiators, primary screen, cell-based, HTS. Anoctamin-1 (Mus musculus), Q8BHY3. HEK293 TMEM16A/YFP-H148Q/I152L, iodide quench fluorescence; active compounds read low. B-score at 10 µM. 340,000 tested, 0.3% active. AID 623877, 2012;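 active = fluorescence-ratio B-score plate-corrected deviation score at least 3 library SD below zero, with starting fluorescence score within 5 deviations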;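 note: channel opened by trigger with iodide after compound preincubation; score built on the fluorescence ratio of max minus min over baseline; more negative score means more quench and so TMEM16A activation or potentiation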
MrgX1 allo act: positive allosteric modulators of MrgX1, primary screen, HEK293 cells, Fluo-4 calcium flux | Mas-related G-protein coupled receptor member X1 (Homo sapiens), Q96LB2 | FDSS; active compounds read high | B-score at 10 µM | 310,000 tested, 0.63% active;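 active = plate-corrected calcium response at least 3 library SD above typical, normal starting fluorescence, not activating the receptor alone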;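 note: compound read alongside a low EC10 to EC30 dose of BAM8-22 agonist; peak minus trough fluorescence over baseline measured at the second addition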
Target sequence (Q96LB2 whole entry, looked up): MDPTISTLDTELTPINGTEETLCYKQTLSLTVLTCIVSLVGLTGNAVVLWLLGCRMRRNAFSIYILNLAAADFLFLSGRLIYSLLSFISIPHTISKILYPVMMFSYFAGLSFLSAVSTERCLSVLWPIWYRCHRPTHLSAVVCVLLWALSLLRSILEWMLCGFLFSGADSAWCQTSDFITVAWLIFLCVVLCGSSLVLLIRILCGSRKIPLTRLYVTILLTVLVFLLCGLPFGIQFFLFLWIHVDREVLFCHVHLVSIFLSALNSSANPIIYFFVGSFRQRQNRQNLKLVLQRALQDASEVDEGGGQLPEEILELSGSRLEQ
MrgX1 antag: antagonists of human MrgX1 receptor, primary screen, HEK293 cells, Fluo-4 calcium flux; Mas-related G-protein coupled receptor member X1 (Homo sapiens), Q96LB2; BAM8-22 antagonism; active compounds read low; B-score at 10 µM; 310,000 tested, 1.3% active; AID 588676, 2011;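 active = calcium-response B-score plate-corrected more than 3 library SD below zero, starting fluorescence within 5 deviations, no agonist response on first addition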;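 note: peak minus trough fluorescence over baseline after final BAM8-22 challenge near maximal dose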
TRPC6 act: mouse TRPC6 channel activators, primary screen, cell-based, HEK293, membrane potential dye; Short transient receptor potential channel 6 (Mus musculus), Q61143; HEK293-TRPC6 membrane potential dye fluorescence; active compounds read high; B-score at 10 µM; 310,000 tested, 0.13% active; AID 2550, 2010;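 active = B-score of the integrated fluorescence ratio above library mean plus 3 SD, and starting fluorescence ratio within library mean plus 5 SD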;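 note: higher score means more depolarization so channel activation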
TRPC4 PAM: positive allosteric modulators of TRPC4, primary screen, cell-based, mouse TRPC4beta, HEK293 mu-opioid, Fluo-4 calcium; Short transient receptor potential channel 4 (Mus musculus), Q9QUQ5; 310,000 tested, 0.42% active; B-score at 10 µM; DAMGO EC20, Fluo-4 Ca2+ flux; active compounds read high;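 active = B-score of calcium response area above 5 SD of library B-scores, with initial fluorescence ratio within 5 SD of library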;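 note: B-score of integrated fluorescence ratio over time as area under calcium response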
MrgX1 agonist: agonists of human MrgX1 receptor, primary screen, HEK293 cells, Fluo-4 calcium flux | Mas-related G-protein coupled receptor member X1 (Homo sapiens), Q96LB2 | Fluo-4 calcium fluorescence, agonist mode; active compounds read high | AID 588627, 2011 | B-score at 10 µM | 310,000 tested, 0.44% active;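 active = calcium response B-score plate-corrected fluorescence ratio at least 3 library SD, with starting fluorescence B-score inside 5 SD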
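Material: HEK293 cells stably expressing human MrgX1 receptor | Quantity: 15,000 cells per well | Times: Cells plated overnight, dye loaded 0.5 h 37 °C, 0.5 h room temperature | Measured by: Kinetic Fluo-4 NW fluorescence of intracellular calcium | Control set: Positive and negative controls per plate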
SKKanGAS inh: S. pyogenes SKKanGAS growth inhibitors in kanamycin, primary screen, streptokinase expression inhibitor project, SKKanGAS strain, BacTiter-Glo luminescence; inhibition, % at 7.5 µM; 6 h; 300,000 tested, 1.3% active;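 active = mean replicate score, as percent of positive control median, at least 50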;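 note: strain carries kanamycin resistance gene driven by streptokinase promoter and grows in 40 µg/ml kanamycin; loss of luminescence reflects streptokinase promoter inhibition or plain growth inhibition; 0% = median of DMSO wells and 100% = positive control at its reference dose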
TRPC4 act: activators of mouse TRPC4 channel, primary screen, Fluo4 calcium, HEK293 TRPC4beta/mu-opioid cells; 310,000 tested, 0.49% active; Fluo4 calcium fluorescence; active compounds read high; B-score at 10 µM; Short transient receptor potential channel 4 (Mus musculus), Q9QUQ5;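 active = B-score above 5 SD of library B-scores, and initial fluorescence ratio not above library mean plus 5 SD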;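 note: positive B-score marks a calcium rise read as TRPC4 activation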
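System: HEK293 cells stably co-expressing mouse TRPC4beta and mu-opioid receptor; Schedule: Fluo4 dye loading 45 min at room temperature, 110 s recording; Detection: Fluo4 fluorescence, kinetic; Evaluation: B-scored integrated calcium fluorescence ratio; Controls: buffer (low) and maximal DAMGO (high).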
TRPC6 inh: mouse TRPC6 channel inhibitors, primary screen, cell-based, HEK293, membrane potential dye; B-score at 10 µM; 310,000 tested, 1.1% active; Short transient receptor potential channel 6 (Mus musculus), Q61143; ACh-evoked depolarization; active compounds read low;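 active = B-score under library mean minus 3 SD, initial fluorescence not abnormally high, positive integrated signal ratio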;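 note: B-score derived from integrated fluorescence ratio over the kinetic read; more negative B-score means stronger inhibition of depolarization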
ANO1 block: TMEM16A chloride channel inhibitors, primary screen, cell-based, HTS; Anoctamin-1 (Mus musculus), Q8BHY3; HEK293 TMEM16A/YFP iodide influx fluorescence, ionomycin; normalized B-score (activity score, 25-100; higher = stronger inhibition) at 10 µM; 310,000 tested, 1.2% active; AID 588511, 2011;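 active = ratio plate-corrected score three or more library SD toward inhibition, starting fluorescence score within five deviations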;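 note: score derived from kinetic fluorescence span divided by baseline fluorescence per well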
TRPC4 inh: inhibitors of mouse TRPC4 channel, primary screen, Fluo4 calcium, HEK293 TRPC4beta/mu-opioid cells | Short transient receptor potential channel 4 (Mus musculus), Q9QUQ5 | DAMGO-evoked Fluo4 calcium flux; active compounds read low | B-score at 10 µM | 300,000 tested, 0.39% active | AID 2247, 2010;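 active = B-score over 3 SD under the library average, no early fluorescence shift, positive overall ratio signal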
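System: stable TRPC4beta/mu-opioid receptor HEK293 cells; Dosing: single-point compound dosing; Measured by: Fluo4 Ca2+ flux fluorescence; Read-out basis: per-well B score of integrated baseline-normalized Fluo4 ratio.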
* hit, by the source's call; i = inactive; . = not tested or not shown.

SMILES	TMEM16A act	MrgX1 allo act	MrgX1 antag	TRPC6 act	TRPC4 PAM	MrgX1 agonist	SKKanGAS inh	TRPC4 act	TRPC6 inh	ANO1 block	TRPC4 inh
CC(C)C(=O)Nc1nc2cc3c(cc2s1)OCO3	i	i	i	i	i	i	-3.2	i	i	i	i
CCC1CCCCN1CCCNC(=O)c1cn(CC)c2ccc(S(=O)(=O)N3CCc4ccccc4C3)cc2c1=O (stereo unspecified)	i	i	i	i	i	i	1.2	i	i	i	i
O=C(O)/C=C/C(=O)OC1CC2CCC1C2 (stereo unspecified)	i	i	i	i	i	i	-6.2	i	i	i	i
Cc1ccc(S(=O)(=O)Nc2cc(-c3ccccc3)nn2C)cc1Cl	i	i	i	i	i	i	5.7	i	i	i	i
CC(C)c1ccc(NC(=O)c2cc(S(=O)(=O)NCC3COc4ccccc4O3)ccc2F)cc1 (stereo unspecified)	i	i	i	i	i	i	68.9*	i	i	i	i
C/C=N/NC(=O)CCNC(=O)c1ccccc1	i	i	i	i	i	i	8.2	i	i	i	i
COC/C=C/C1=CC2=CC(=O)C(C)(OC(=O)c3cnc4ccccc4n3)C(=O)C2=CN1C1CC1 (stereo unspecified)	i	i	i	i	i	i	3.9	i	i	i	i
COC(=O)[C@H](C)NC(=O)Nc1ccc(OC)cc1OC	i	i	i	i	i	i	-3.3	i	i	i	i
COc1ccc(CC(=O)N(C)C2CCCCC2)cc1S(=O)(=O)N1CCOCC1	i	i	-4.61*	i	i	i	-11.7	i	i	i	i
Cc1ccc(Nc2c(F)c(F)c(F)c(F)c2C(=O)O)cc1	i	i	i	i	i	i	-1.8	i	i	25*	i
COCCN1C2=C(C(=O)CC(C)(C)C2)C(c2ccc(OC)c(OC)c2)C2=C1CC(C)(C)CC2=O	i	i	i	i	i	i	-2.3	i	i	i	i
COC(=O)CN1C(=O)N/C(=C/c2cc(OC)c(OC)cc2C)C1=O	i	i	i	i	i	i	-2.1	i	i	i	i
CC(=O)c1c(N2CCOCC2)nc(=S)n(-c2ccc([N+](=O)[O-])cc2)c1C	i	i	i	i	i	i	2.6	i	i	i	i
COc1ccc(Nc2cc(C(=O)NCCCN3CCN(C)CC3)c3ccccc3n2)c(OC)c1	i	i	i	i	i	i	-0.6	i	i	i	i
Cc1ccc(-n2c(=S)[nH]c3c(oc4ccccc43)c2=O)cc1	i	i	i	i	i	i	-1.7	i	i	i	i
CCOC(=O)CSc1ccc2nnc(CCNS(=O)(=O)c3ccc(C)cc3)n2n1	i	i	i	i	i	i	-26.2	i	i	i	i
Cc1ccc(/C=N/Nc2cccc(C(=O)O)c2)s1	i	i	i	i	i	i	7.5	i	i	i	i
CCOC(=O)Cn1nc(C)cc1NC(=O)c1cccnc1	i	i	i	i	i	i	-0.3	i	i	i	i
Cc1cnc(C(=O)OCC(=O)Nc2oc(-c3ccccc3)c(-c3ccccc3)c2C#N)cn1	i	i	i	i	i	i	10.4	i	i	i	i
O=C(N/N=C/c1ccc2cccc(OCc3ccccc3)c2n1)c1ccc(Cl)cc1	i	i	i	i	i	i	11.7	i	i	i	i
CC(=O)c1ccc(NC(=O)/C(=C\c2ccccc2)NC(=O)/C=C/c2ccccc2)cc1	i	i	i	i	i	i	0.6	i	i	i	i
CCOC(=O)[C@H]1O[C@@H]1C(=O)N[C@@H](CC(C)C)C(=O)NCCC(C)C	i	i	i	i	i	i	-4.5	i	i	i	i
CCCC(=O)Nc1ccc(C(=O)Nc2nnc(COC)s2)cc1	i	i	i	i	i	i	-4.8	i	i	i	i
CCOc1ccc(C(=O)NC(=S)Nc2ccc(NC(=O)c3ccco3)cc2)cc1[N+](=O)[O-]	i	i	i	i	i	i	31.4	i	i	i	i
O=C(NC1=NCCS1)c1ccc(Cl)s1	i	i	i	i	i	i	-2.8	i	i	i	i
COc1ccc(-c2nnc(NC(=O)c3ccc(S(=O)(=O)N4CCCc5ccccc54)cc3)o2)cc1	i	i	i	i	i	i	94.3*	i	i	i	i
CCOC(=O)c1cnc(-n2nc(C)cc2C)nc1Nc1cccc(C(=O)O)c1	i	i	i	i	i	i	11.5	i	i	i	i
COC(=O)c1ccccc1NC(=O)CN1CCCCC1	i	i	i	i	i	i	-8.2	i	i	i	i
CN1CCC(OC(=O)c2cc3cc(Br)ccc3oc2=O)CC1	i	i	i	i	i	i	0.1	i	i	i	i
CCOc1nc(OCC)nc(N2CCC(C)CC2)n1	i	i	i	i	i	i	-11.4	i	i	i	i

(continued)
SMILES	TMEM16A act	MrgX1 allo act	MrgX1 antag	TRPC6 act	TRPC4 PAM	MrgX1 agonist	SKKanGAS inh	TRPC4 act	TRPC6 inh	ANO1 block	TRPC4 inh
CCOc1ccc(N2C(=O)/C(=C/c3ccccn3)SC2=S)cc1	.	i	i	i	i	i	-1.9	i	i	i	i
CC1(C)Cc2c(sc(NC(=O)C(=O)NCC3CCCO3)c2C(N)=O)CO1 (stereo unspecified)	i	i	i	i	i	i	-4.9	i	i	i	i
CCN(CC)CCN(C)C(=O)c1ccc(OC2CCN(C(=O)C3CC3)CC2)cc1	i	i	i	i	i	i	-5.2	i	i	i	i
CCCCOC(=O)C1[C@H]2C(=O)N(CCc3ccccc3)C[C@]23C=C[C@H]1O3 (stereo partly specified)	i	i	i	i	i	i	-2.3	i	i	i	i
CC(C)C(OC(=O)C1CCCO1)C(=O)NC1CCCC1 (stereo unspecified)	i	i	i	i	i	i	-3.0	i	i	i	i
C(=NCCCN1CCOCC1)c1ccc2c(c1)OCO2	i	i	i	i	i	i	1.6	i	i	i	i
O=C(Nc1ccccc1)N(C1=NCCC1)c1ccc(OC(F)F)cc1	i	i	i	i	i	i	-11.8	i	i	i	i
Cc1cc(Br)ccc1OCCCCN1CCC(C)CC1	i	i	i	i	i	i	-0.2	i	i	i	i
COC(=O)c1sccc1N/C=C(\C#N)S(=O)(=O)C(C)(C)C	i	i	i	i	i	i	-0.1	i	i	i	i
Cc1ccc(CNC(=O)N2CCN(C)CC2)cc1	i	i	i	i	i	i	1.1	i	i	i	i
O=C(OC1CCOC1=O)c1cc(-c2ccc(Cl)cc2)nc2ccccc12 (stereo unspecified)	i	i	i	i	i	i	-0.2	i	i	i	i
Cc1cc(C)c(NC(=O)CSc2nnc(CNC(=O)c3c(F)cccc3Cl)o2)c(C)c1	i	i	i	i	i	i	-6.9	i	i	i	i
Cn1c(CN2CCOCC2)nnc1SCc1ccc(C#N)cc1	i	i	i	i	i	i	0.3	i	i	i	i
CCOC(=O)c1cc(NC(=O)CNCC(c2ccccc2)N(C)C)cc(C(=O)OCC)c1 (stereo unspecified)	i	i	i	i	i	i	-9.4	i	i	i	i
Cc1ccc(/C=C(/C#N)C(=O)NC(=O)Oc2ccccc2)cc1	i	i	i	i	i	i	1.3	i	i	i	i
COc1ccc(-n2nc3c(N4CCC(C(=O)NCc5cccc(C)c5)CC4)nnc(C)c3c2C)cc1	i	i	i	i	i	i	0.9	i	i	i	i
Cn1c2c(c(=O)n3ncnc13)CCCC2	i	i	i	i	i	i	3.1	i	i	i	i
O=C(COC(=O)c1ccc(S(=O)(=O)N2CCCC2)cc1)Nc1ccc(F)cc1F	i	i	i	i	i	i	-1.2	i	i	i	i
CN(C)C(CNC(=O)c1cc(S(=O)(=O)N(C)c2ccccc2)ccc1Cl)c1cccs1 (stereo unspecified)	i	i	i	i	i	i	1.3	i	i	i	i
Cc1cc(/C=N/NC(=O)c2cccc([N+](=O)[O-])c2)c(C)n1-c1ccc(Cl)cc1Cl	i	i	i	i	i	i	4.8	i	i	i	-6*
COc1ccc(C2CC(c3cccs3)=NN2C(=O)COC(=O)c2cncc(Br)c2)cc1OC (stereo unspecified)	i	i	i	i	i	i	5.2	i	i	i	i
CC1CCCCN1CCNC(=O)c1ccc2c(c1)N(Cc1ccccc1)C(=O)c1ccccc1S2(=O)=O (stereo unspecified)	i	i	i	i	i	i	-9.1	i	i	i	i
COc1ccc(-c2csc3nc(-c4ccccc4)oc(=O)c23)cc1OC	i	i	i	i	i	i	-9.4	i	i	i	i
O=C(OCn1ncc(Br)c(Br)c1=O)c1ccc(F)cc1	i	i	i	i	i	i	12.8	i	i	i	i
CN(C)CCNC(=O)C(=O)NCC1OCCN1S(=O)(=O)c1ccc([N+](=O)[O-])cc1 (stereo unspecified)	i	i	i	i	i	i	-14.6	i	i	i	i
CCc1cc2c(-c3ccccc3)cc(=O)oc2cc1OC(C)C(=O)O (stereo unspecified)	i	i	i	i	i	i	0.8	i	i	i	i
COc1ccc(OC)c(/C=N/NC(=O)CCc2c(C)n[nH]c2C)c1	i	i	i	i	i	i	1.5	i	i	i	i
CCc1nnc(NC(=O)CSc2nnc(C)n2-c2ccc(C)cc2)s1	i	i	i	i	i	i	4.0	i	i	i	i
O=C1C(C=Nc2ccc(F)cc2)=C(O)c2ccccc21	i	i	i	i	i	i	-32.9	i	i	i	i
Cc1cccc(C)c1OCc1cc(C(=O)N2CCC[C@H]2C(N)=O)no1	i	i	i	i	i	i	-1.6	i	i	i	i
COc1cc(SC)ccc1C(=O)Nc1ncc(C)s1	i	i	i	i	i	i	-11.1	i	i	i	i
CCOC(=O)CSc1nc2cc3c(cc2cc1C)OCO3	i	i	i	i	i	i	-7.5	i	i	i	i
COc1ccc(CCNC(=O)CCC(=O)Nc2ccc3nc(N4CCN(C)CC4)cc(C)c3c2)cc1OC	i	i	i	i	i	i	-12.8	i	i	i	i
